SUMO Mot1 rescue = yeast Mot1-301 growth rescue at high temperature, primary screen, SUMOylation pathway inhibitor project, S. cerevisiae, ATP luminescence, 38.5C; S. cerevisiae Mot1-301 growth rescue; percent above DMSO median, 100 means doubled; growth rescue, % at 18.8 µM; 320,000 compounds, 1% hits; AID 2716, 2010;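 active means every valid replicate shows activation above 250% relative to neutral control wells; inactive means the rest, any valid replicate at or below 250%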;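 further: OY570 slx delta 5 strain wells were the positive control but not used for scaling; some compounds called inactive have numbers as strong as hits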
SR-BI DiI inh = inhibitors of SR-BI mediated HDL lipid uptake, primary screen, ldlA[mSR-BI] cells, fluorescence, single point; inhibition, % at 12.5 µM; 320,000 compounds, 0.96% hits; ldlA[mSR-BI] CHO cells, DiI-HDL uptake fluorescence, 3 h;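 active means mean replicate inhibition of at least 70% and a set share of replicates each scoring 70 or more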;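 further: 0% = median of neutral control wells and 100% = median of positive control wells; values of inactives mirror those of a sister screen read the other way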
SR-BI DiI-HDL act = activators of SR-BI mediated DiI-HDL uptake, primary screen, ldlA[mSR-BI] CHO cells, DiI fluorescence; 3 h; 100 = double the neutral-control signal; activation, % at 12.5 µM; 320,000 compounds, 0.096% hits; AID 504775, 2011;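 active means mean replicate activation of at least 60% and every replicate at or above 60%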;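 further: 0% = median plate neutral-control signal and 100% = twice that signal; values of inactives mirror those of a sister screen read the other way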
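Material: SR-BI-overexpressing, LDLR-lacking CHO cells; schedule: compound exposure 3 h, 37 °C; reagent: DiI-labelled HDL at 10 µg/mL final; technique: bottom-read fluorescence, 550/595 nm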
NSD2 HMT inh = NSD2 histone methyltransferase inhibitors, primary screen, biochemical, AlphaScreen, single concentration, set 2 | Histone-lysine N-methyltransferase NSD2 (Homo sapiens), O96028 | NSD2 peptide methylation, 120 min | inhibition, % at 12.5 µM | 310,000 compounds, 0.54% hits | AID 743445, 2014; in the data active means inhibition above about 50%
Target sequence (O96028 whole entry, looked up): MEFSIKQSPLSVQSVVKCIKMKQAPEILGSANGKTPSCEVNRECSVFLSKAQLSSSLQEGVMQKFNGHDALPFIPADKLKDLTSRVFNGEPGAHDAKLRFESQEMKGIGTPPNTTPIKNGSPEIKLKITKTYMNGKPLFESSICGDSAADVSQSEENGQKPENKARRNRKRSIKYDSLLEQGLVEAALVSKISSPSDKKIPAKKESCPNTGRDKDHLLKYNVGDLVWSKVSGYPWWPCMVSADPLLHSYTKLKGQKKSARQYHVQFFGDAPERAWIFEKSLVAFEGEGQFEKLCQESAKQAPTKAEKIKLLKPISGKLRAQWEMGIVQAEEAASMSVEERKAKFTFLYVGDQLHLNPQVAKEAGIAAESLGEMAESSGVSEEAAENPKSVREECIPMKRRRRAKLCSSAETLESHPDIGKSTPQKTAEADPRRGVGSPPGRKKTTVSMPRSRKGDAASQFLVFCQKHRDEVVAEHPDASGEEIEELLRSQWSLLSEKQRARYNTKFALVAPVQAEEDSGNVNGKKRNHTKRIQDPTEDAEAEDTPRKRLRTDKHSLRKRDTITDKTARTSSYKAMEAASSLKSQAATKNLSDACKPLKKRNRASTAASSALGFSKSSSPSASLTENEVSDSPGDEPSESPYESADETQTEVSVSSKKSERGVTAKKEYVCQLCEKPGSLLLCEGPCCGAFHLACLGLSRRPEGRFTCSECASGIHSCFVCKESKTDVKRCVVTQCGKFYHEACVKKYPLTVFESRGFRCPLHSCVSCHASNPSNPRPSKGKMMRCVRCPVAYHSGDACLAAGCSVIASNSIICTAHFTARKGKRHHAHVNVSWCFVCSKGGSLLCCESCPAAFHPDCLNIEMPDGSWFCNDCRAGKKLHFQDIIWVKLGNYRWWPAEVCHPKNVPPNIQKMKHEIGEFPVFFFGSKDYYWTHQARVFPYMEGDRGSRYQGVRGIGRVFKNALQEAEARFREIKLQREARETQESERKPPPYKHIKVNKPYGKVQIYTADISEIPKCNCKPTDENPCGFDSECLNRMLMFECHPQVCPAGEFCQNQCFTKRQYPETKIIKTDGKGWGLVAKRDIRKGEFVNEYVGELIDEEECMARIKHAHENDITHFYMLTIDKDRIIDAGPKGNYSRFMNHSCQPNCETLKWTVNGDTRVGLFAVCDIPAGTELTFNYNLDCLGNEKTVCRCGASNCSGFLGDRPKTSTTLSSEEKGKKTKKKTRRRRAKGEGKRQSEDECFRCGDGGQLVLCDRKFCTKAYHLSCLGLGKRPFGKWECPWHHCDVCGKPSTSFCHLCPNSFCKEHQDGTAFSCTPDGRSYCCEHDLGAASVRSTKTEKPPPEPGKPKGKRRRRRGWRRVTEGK
CDK5 inh = inhibitors of human CDK5/p35 kinase, primary screen, biochemical, single concentration | Cyclin-dependent kinase 5 (Homo sapiens) + Cyclin-dependent kinase 5 activator 1 (Homo … | Recombinant CDK5/p35, ADP-Glo luminescence, 60 min | inhibition, % at 10 µM | 330,000 compounds, 0.01% hits | AID 488839, 2010;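 active means highest replicate inhibition of at least 50% and at least 75% of replicates reaching 50%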;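 further: plate controls were DMSO neutral control for no effect and GW8510 at 10 µM for full effect; many of its hits are not listed in these tables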
Pemphigus Ab inh = inhibitors of pemphigus antibody binding to DSG3, primary screen, biochemical, bead-based, flow cytometry, scFv-GFP; Desmoglein-3 (Homo sapiens), P32926; DSG3-coupled beads, scFv-anti-DSG3-GFP binding; active compounds read low; binding (percent of control), % at 10 µM; 310,000 compounds, 0.48% hits;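 active means binding more than 3 SD below its plate's average and above zero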;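 further: hits lower antibody fragment binding to DSG3; some compounds called inactive have numbers as strong as hits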
PKA-R2B act = activators of PKA-R2B holoenzyme, primary screen, biochemical, fluorescence polarization, Cy5-IP20, human; 340,000 compounds, 0.079% hits; PKA-R2B holoenzyme dissociation; R2B truncated from residue 108, S112A mutant; 0% DMSO only, 100% 113 µM cGMP; activation, % at 11.4 µM; cAMP-dependent protein kinase catalytic subunit beta (Homo sapiens) + cAMP-dependent …;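 active means activation above a cutoff set at the mean over all compounds plus 3 SD, cut at about 18% in these data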;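 further: higher means more holoenzyme dissociation and a rise in polarization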
MITF TRPM1 HTS = activators of MITF-driven TRPM1 promoter reporter, primary screen, cell-based, SK-MEL-5, luciferase, single point; SK-MEL-5 TRPM1-promoter luciferase, 24 h; % of positive control, neutral wells = 0; activation, % at 12.5 µM; 300,000 compounds, 0.75% hits; AID 588334, 2011;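 active means mean activation of at least 80% with every replicate also reaching 80%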;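 further: 0% = neutral control wells and 100% = parthenolide positive control wells; values of inactives mirror those of a sister screen read the other way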
dFosB activator = activators of delta FosB homodimer, primary screen, biochemical, fluorescence polarization, TAMRA-CDK5 oligo, single point. purified delta FosB; percent of positive-control signal above neutral wells. activation, % at 25 µM. 340,000 compounds, 0.99% hits;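 active means mean activation above about 17%, with every replicate also reaching it, limit read from the data, passing the limit was not always enough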;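 further: fluorescence polarization rise as delta FosB binds a TAMRA Cdk5 AP-1 oligo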
Arrestin-AP2 inh = inhibitors of beta-arrestin/AP2 binding, primary screen, biochemical, GPCR trafficking, flow cytometry; FITC-arrestin peptide / GST-AP2 beads; AP2 beta2 appendage carries R879A mutation; 340,000 compounds, 0.31% hits; inhibition, % at 10 µM; beta-arrestin 1 C-terminal peptide binding to AP2 beta2-adaptin appendage (human);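 active means inhibition above a set limit, near 3 SD of compounds lacking own fluorescence, cut at about 54% in these data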;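 further: plate controls were DMSO wells for no effect and 5 µM unlabelled arrestin peptide for full effect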
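Assay system: GST-AP2 R879A bound to glutathione beads, E. coli-expressed; Medium: PBS with 0.05% Tween 20 and 0.1% BSA; Also added: fluorescein-tagged arrestin peptide at 50 nM final; Timing: 12 min plus 1 h, RT; Measured by: flow cytometry, FL1 (488/535 nm); Evaluation: percent drop in bead-associated FITC signal.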
PKA-R1A activ = activators of PKA-R1A holoenzyme, primary screen, biochemical, fluorescence polarization, Cy5-IP20, bovine R1A, mouse PKAc. AID 504707, 2011. activation, % at 11.4 µM. 340,000 compounds, 0.083% hits. cAMP-dependent protein kinase type I-alpha regulatory subunit (Bos taurus) + …. PKA-R1A dissociation; scaled: DMSO 0%, 113 µM cGMP 100%;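 active means percent activation above the mean of all tested compounds plus 3 SD, cut at about 19% in these data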;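 further: higher means more PKAc released from R1A so a rise in polarization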
* = called active by the depositor; . = not tested or not shown; + = active, no number.

no.	SUMO Mot1 rescue	SR-BI DiI inh	SR-BI DiI-HDL act	NSD2 HMT inh	CDK5 inh	Pemphigus Ab inh	PKA-R2B act	MITF TRPM1 HTS	dFosB activator	Arrestin-AP2 inh	PKA-R1A activ	mol
1	13	31	-31	-1	-1.4	98	1	-4	-12	-5	-11	CCN(CC(=O)Nc1cc(Cl)ccc1C)C(=O)Cc1sc(C)nc1-c1ccc(F)cc1
2	-2	9	-9	.	-0.4	96	1	-5	-8	-2	-7	O=C1c2c(O)cc(O)cc2O[C@H](c2ccc(O)cc2)[C@H]1O
3	-1	-15	15	-2	-1.0	129	-4	4	-2	-4	-4	CCOC(=O)CSC1=N/C(=C\c2cc(OC)c(OC)c(OC)c2)C(=O)N1C
4	4	52	-52	2	-4.6	103	-14	2	-15	7	-2	CC(C)(C)CNc1cc(N2CCOCC2)ccc1[N+](=O)[O-]
5	-15	8	-8	3	-1.0	99	2	14	0	-20	4	COc1ccc2c(/C=N/Nc3ccc(C(=O)O)cc3)c[nH]c2c1
6	-15	67	-67	1	0.2	119	7	-6	2	19	-2	CC(=O)c1ccc(NC(=O)C(C)N(C)CC(=O)Nc2ccc(N3CCOCC3)cc2)cc1 (centres undefined)
7	9	-2	2	-4	0.6	97	-1	-35	-6	6	-12	COc1ccc(C(=O)NCC(c2ccco2)N2CCc3ccccc32)cc1 (centres undefined)
8	7	8	-8	-2	0.1	96	-11	-3	-11	7	-3	CCOC(=O)Cc1csc(NC(=O)CSc2cc(Cl)ccc2Cl)n1
9	-3	-3	3	0	1.2	106	-2	-1	-1	-1	-5	Cc1onc(-c2ccccc2)c1C(=O)N1CCN(c2ccccn2)CC1
10	1	-12	12	.	0.3	103	-2	-2	2	20	-3	O=C(CCNS(=O)(=O)c1cccc2nsnc12)N1CCN(c2ccccn2)CC1
11	103	0	1	-3	0.6	107	-7	-25	-4	0	3	O=C(NC(Nc1ccccn1)C(Cl)(Cl)Cl)c1ccccc1 (centres undefined)
12	-36	-17	17	12	1.4	100	5	.	4	10	-14	COc1ccc(C2C(C(C)=O)=C(C)N=c3s/c(=C\c4ccco4)c(=O)n32)c(OC)c1 (centres undefined)
13	-15	6	-6	2	-0.8	102	-14	-7	-1	-53	-7	Cc1ccc(C)c(-n2c(CNc3ccc(F)cc3)nnc2SCC(N)=O)c1
14	5	5	-5	5	-0.7	.	-15	9	-7	6	-14	COCCOC1CCN(C(=O)c2cc(COc3ccc(F)cc3F)on2)CC1
15	-2	31	-31	-3	-0.9	.	6	9	73*	2	4	COc1ccc(/C=N/NC(=O)c2cc(-c3ccc4c(c3)OCO4)n[nH]2)cc1OC
16	-13	6	-6	0	-0.9	83	-11	-3	-5	.	-4	Cc1cc(C(=O)COC(=O)CC2Sc3ccccc3NC2=O)c(C)n1-c1ccccc1 (centres undefined)
17	6	-21	21	-2	1.7	92	2	3	-14	-2	-10	CC(C)(CO)NS(=O)(=O)c1ccc2c(c1)oc(=O)c1cc(S(=O)(=O)NC(C)(C)CO)ccc12
18	3	20	-20	-4	-1.0	105	-12	12	-38	12	-2	CC1(C)Cc2c(c(-c3ccco3)nc3sc4c(NCCO)ncnc4c23)CO1
19	12	-6	6	31	-0.8	96	6	-12	2	21	1	CC(C)(O)C#Cc1ccc(C(=O)N2CCC(C(N)=O)(N3CCCCC3)CC2)cc1
20	8	-12	12	1	-0.2	.	-2	4	-2	-7	-4	CC1CCN(C(=O)c2ccc(-n3cnnn3)cc2)CC1
21	-6	-55	55	-5	0.7	96	-4	-9	1	5	-11	CC(=O)Nc1ccc(SCC(=O)NC(=O)c2ccc(S(=O)(=O)N(C)C)cc2)cc1
22	-3	5	-5	-2	0.7	114	-2	11	-10	3	-4	CN(C)/C=C1/NC(=S)NC1=O
23	2	.	.	-3	0.2	109	-4	-15	2	-28	-12	N#Cc1c(C(F)(F)F)cc(-c2ccc(F)cc2)nc1SCC(=O)O
24	0	-10	10	.	-1.1	97	-1	-9	-3	4	-9	CCOC(=O)N1CCC(NC(=O)c2ccc(CS(=O)(=O)c3ccccc3C)o2)CC1
25	-8	57	-57	-1	-0.6	107	-2	11	-6	.	5	CCOC(=O)c1cnc(-c2ccccc2)nc1N1CCOCC1
26	2	0	0	2	0.9	105	-2	-1	3	12	8	O=C(CCc1ccccc1)Nc1cc(C(F)(F)F)ccc1Cl
27	-13	.	.	4	-2.0	97	2	17	-5	33	8	O=C(O)c1ccc(/C=N/Nc2ccc(S(=O)(=O)N3CCCC3)cc2[N+](=O)[O-])cc1
28	-10	-21	21	-1	0.3	112	0	14	6	-23	-3	COc1ccc(CNC(=O)C2CCCC2)cc1
29	+	-8	8	-4	2.0	84	-4	-18	1	10	-1	O=C(CC1SC(=NCc2ccccc2)NC1=O)Nc1ccccc1 (centres undefined)
30	-6	2	-2	-4	-1.8	90	-7	-5	-1	-2	-6	CC(=O)c1ccc(OCC(O)CN2CCN(c3ccc(F)cc3)CC2)cc1 (centres undefined)

Screen by screen, from the results shown:
Entries 19 to 29 in Arrestin-AP2 inh, in turn: 21, -7, 5, 3, -28, 4, ., 12, 33, -23, 10
Entries 19 to 29 in MITF TRPM1 HTS, in turn: -12, 4, -9, 11, -15, -9, 11, -1, 17, 14, -18

Following part
no.	SUMO Mot1 rescue	SR-BI DiI inh	SR-BI DiI-HDL act	NSD2 HMT inh	CDK5 inh	Pemphigus Ab inh	PKA-R2B act	MITF TRPM1 HTS	dFosB activator	Arrestin-AP2 inh	PKA-R1A activ	mol
31	8	-10	10	2	-1.0	100	-15	0	4	-7	-10	CN(C)S(=O)(=O)n1ccnc1
32	2	6	-6	-6	-1.2	99	2	-10	-7	2	-12	CCc1cc(=O)oc2cc(OCC(=O)NCCN3CCOCC3)c(Cl)cc12
33	15	16	-16	2	-0.6	107	14	-17	-2	3	6	CC(C)OCCCNc1ncnc2c1[nH]c1ccc(F)cc12
34	-16	-24	24	0	0.5	108	-1	-9	-3	24	0	Cc1sc2nc(CSc3ncn[nH]3)[nH]c(=O)c2c1C
35	-3	1	-1	-3	0.9	.	1	.	-2	-11	6	COc1ccc(C2N(c3ccccn3)C(=O)C3CCCN32)c(OC)c1 (centres undefined)
36	-1	2	-2	.	0.3	103	9	2	-1	20	2	CC(C)Cc1nc(S(=O)(=O)c2ccc(Cl)cc2)c(N2CCOCC2)o1
37	-9	7	-7	13	-1.8	98	-7	-5	-5	43	5	O=C(Nc1ccc(C(=O)O)cc1)/C(=C\c1ccco1)NC(=O)c1ccccc1
38	138	-5	5	6	-1.3	101	-13	-15	-15	7	-6	COC(=O)C(Cc1cnc(Cl)s1)(C(=O)OC)c1ccc(C(F)(F)F)cc1[N+](=O)[O-]
39	132	-10	10	3	0.0	94	14	-2	6	-4	-14	CCOC(=O)Cn1nnnc1C(CC)N(Cc1cc2ccc(C)cc2[nH]c1=O)C1CCCC1 (centres undefined)
40	-1	-4	4	3	0.4	121	11	.	9	0	13	Cc1cc(C)c(C(N)=O)c(Nc2ccc(F)cc2)n1
41	12	0	0	-2	1.0	129	-10	33	-16	-2	-8	CC1CCN(C(=O)COC(=O)c2ccccc2NC(=O)c2ccco2)CC1
42	10	14	-14	.	0.7	96	-1	5	-6	-2	-3	Cc1cccc(COCC(Cc2ccccc2)N2CCN(C(=O)c3cc(Cl)cc(Cl)c3)CCC2=O)c1 (centres undefined)
43	1	-4	4	1	-1.1	98	-14	7	-1	16	-8	Cc1cccc(NC(=S)N(C)C2CCCCC2)c1
44	-14	.	.	-8	0.9	117	6	4	-3	5	6	CN(CCCC(=O)N1CCCC(C(N)=O)C1)S(=O)(=O)c1ccc(F)cc1 (centres undefined)
45	16	-11	11	-2	-2.7	93	2	-3	-13	7	-5	COc1cc(C(=O)N[C@H](C(=O)OCC(=O)NC2CCCCCC2)C(C)C)cc(OC)c1OC
46	-7	14	-14	-2	-0.8	109	-11	-4	0	-10	5	CCc1ccc(NC(=O)C(=O)NCC2CCCN2S(=O)(=O)c2cccs2)cc1 (centres undefined)
47	8	5	-5	6	.	110	5	0	2	-54	5	CC(C)CCNC(=O)C1CCCN(S(=O)(=O)c2ccc3c(c2)CC(C)N3C(=O)C2CC2)C1 (centres undefined)
48	449	-19	19	3	-7.7	103	-3	8	-6	6	0	COc1ccccc1N(CC(=O)NCc1ccc(F)cc1)C(=O)CCC(=O)Nc1ccccn1
49	4	.	.	0	-1.0	.	6	-7	-10	0	6	CCOc1ccccc1NC(=O)CCN1CCN(S(=O)(=O)c2ccc(OC)cc2)CC1
50	1	30	-30	1	-0.5	115	-11	3	13	-25	4	C/C(=N\NC(=O)Cc1ccc(Cl)cc1)c1cccc(NC(=O)c2cccnc2)c1
51	20	11	-11	-1	0.7	116	-4	58	8	3	4	O=C(NC(=S)Nc1ccc(Br)cn1)c1cccnc1
52	338	2	-2	.	0.4	104	0	3	-14	-5	-7	Cc1ccc2cc(CCNC(=O)CC(C)(C)C)c(=O)[nH]c2c1C
53	474*	-9	9	-2	0.5	101	-7	24	1	-5	-1	O=C(NCCNc1ccc(Cl)cc1[N+](=O)[O-])c1ccccc1F
54	-2	10	-10	.	2.8	98	-4	11	-13	9	-4	O=C(Cn1c(=O)oc2cc(S(=O)(=O)N3CCCC3)ccc21)NCc1ccccn1
55	38	-10	10	-10	-1.9	105	-8	-4	-4	0	2	CCOc1ccc(C(CCc2ccccc2)NC(=O)c2ccccc2)cc1OCC (centres undefined)
56	-19	13	-13	8	-0.7	108	-8	5	-2	-2	-1	Cc1nc(C)c(C(=O)Nc2ccccc2-c2ccccc2)o1

Screening data from PubChem BioAssay.
